RMI FANCM FP: inhibitors of human RMI core complex binding to FANCM MM2. Fluorescence polarization, RMI core complex with F-MM2 peptide; hits give low values. FP signal (polarization) at 33 µM. actives 0.58% (n = 70,000). AID 1159607; in the data active = FP signal below about 40; also: inactives centre near 61; strong numbers were not always called active; unit not given here
Starred values were filed as active, the others as inactive; & = joins results of further samples. An excerpt; count on the stated rates, not on these rows.

SMILES	RMI FANCM FP
CC1(C)OC(=O)C=C[C@@]2(C)C1C[C@@H](O)[C@]1(C)C2CC[C@@]2(C)[C@H](c3ccoc3)OC(=O)C3OC321 (stereo not given in full)	61
CCN=C1SC(CC(=O)Nc2sc(C)c(C)c2C(=O)OCC)C(=O)N1CC (stereo not given)	59
O=C(/C=C/c1ccccc1Cl)Nc1ccc(-c2nc3ccccc3o2)cc1	122
COC(=O)c1ccc2c(=O)n(CCC(=O)NCCC(C)C)c(=S)[nH]c2c1	66
COC(=O)c1ccc(NC(=O)c2ccc(C(C)(C)C)cc2)cc1	58
COc1ccc(Nc2nc3c(C)cccn3c(=O)c2/C=N\Nc2ccccc2)cc1	46
Cc1c(Cl)cccc1NC(=S)N1CCCCC1c1cccnc1 (stereo not given)	59
Cc1cccc(Cn2c(Sc3nnc(C)s3)nc3c2c(=O)[nH]c(=O)n3C)c1	64
C=CCN1C(=O)C(C)(C)COc2ccc(NC(=O)c3cc(Cl)ccc3OC)cc21	69
COC(=O)c1sc(-c2ccccc2)cc1NC(=O)c1ccccc1Cl	61
CCOC(=O)c1c(-c2ccc(C)o2)csc1NC(=O)C(OC(C)=O)c1ccccc1 (stereo not given)	83
CCCCc1ccc(S(=O)(=O)c2cnc(SCC(=O)Nc3cccc(C)c3)[nH]c2=O)cc1	63
CN1CCN(C(CNC(=O)c2ccco2)c2ccsc2)CC1 (stereo not given)	65
CCOC(=O)C1=C(C)N2CCN=C2S1	52
O=C(CCSc1ccc(F)cc1)N1CCN(c2ccccc2)CC1	52
Cc1[nH]c(=O)nc(SCC(=O)N2CCN(c3ccccc3)CC2)c1C#N	52
CCC(=O)Nc1ccc(S(=O)(=O)NCCNC(=O)c2ccc(NC(C)=O)cc2)cc1	62
Fc1cc(NC(=S)N2CCN(c3ccccc3F)CC2)ccc1Cl	60
CN1CCN(C(CNS(=O)(=O)c2ccc(F)c(C(F)(F)F)c2)c2ccc3c(c2)OCO3)CC1 (stereo not given)	67
O=C(Cc1ccc(CC(=O)c2ccccc2)cc1)c1ccccc1	53
O=C(CSc1nc2sc3c(c2c(=O)n1-c1ccccc1)CCCC3)c1ccc(Oc2ccccc2)cc1	71
COc1cc(OC)c2nc(C)c3c(c2c1)N(c1cccc(C(F)(F)F)c1)CC3	60
CC1CCN(c2ccc(N3CCN(C(=O)c4ccccc4F)CC3)nn2)CC1	52
CC(C)S(=O)(=O)c1ccc(C(=O)Nc2nc(-c3ccc(Cl)s3)cs2)cc1	63
Cc1ccc(NC(=O)c2ccc(Cl)c([N+](=O)[O-])c2)cc1N1CCCCC1=O	63
CS(=O)(=O)N1CCCC(C(=O)Nc2nnc(-c3cccs3)o2)C1 (stereo not given)	66
O=C1[C@H]2CSC3(C(=O)c4ccccc4C3=O)N2C(=O)[C@H]2CSC3(C(=O)c4ccccc4C3=O)N12	54
O=[N+]([O-])c1ccccc1-c1ccc(-c2nnc(-c3ccco3)o2)o1	25*
Cc1ccc2nc(C(F)(F)F)cc(N3CCN(/C=C(/C#N)S(=O)(=O)c4ccccn4)CC3)c2c1	44
O=C(/C=C\c1ccccc1)NCCn1ncc2c(=O)n(Cc3ccccc3F)cnc21	60

Shown as a hit in RMI FANCM FP, among the entries above:
SMILES	RMI FANCM FP
O=[N+]([O-])c1ccccc1-c1ccc(-c2nnc(-c3ccco3)o2)o1	25*

(continued)
SMILES	RMI FANCM FP
Cc1nc2ccccn2c(=O)c1Cl	60
Cc1ccc(C(=O)N2CCNC(=O)C2(C)C)cc1	65
NS(=O)(=O)c1ccc(NC(=O)c2ccc(=O)n(Cc3c(F)cccc3Cl)c2)cc1	59
O=S(=O)(Nc1cc(C(F)(F)F)cc(C(F)(F)F)c1)c1ccc(Cl)s1	58
O=C(Nc1ccc(S(=O)(=O)Nc2nccs2)cc1)c1cc(Cl)sc1Cl	61
COc1ccc2nc(-c3ccc(C)c(NC(=O)c4ccco4)c3)cn2n1	73
NS(=O)(=O)c1ccc(-c2ccc(/C=C3/SC(N4CCN(Cc5ccccc5)CC4)=NC3=O)o2)cc1	69
CC1(C)CC(=O)C=C(Sc2ccc(C#N)cc2[N+](=O)[O-])S1	56
O=C(CCSc1ccc(Cl)cc1)Nc1ccc2scnc2c1	56
Cc1cc(C)nc(N/C=C(\C#N)C(=O)c2ccoc2C)n1	58
Cn1c(=O)c(/C(N)=N\OC(=O)c2ccccc2Cl)cn(-c2ccccc2)c1=O	60
COC(=O)c1cn(Cc2cc(OC)ccc2OC)cc(F)c1=O	57&56
Cc1cc(C(=O)Nc2ccc3c(c2)OCCO3)c(C)o1	55
COc1ccc(CCNC(=O)Cn2c(-c3ccncc3)nc3ccccc32)cc1OC	62
N#C/C(=C\c1ccc[nH]1)C(=O)Nc1ccc(F)c(F)c1F	55
O=C(CSc1nnc2ccccn12)Nc1c(Cl)cc(Cl)cc1Cl	68
CS(=O)(=O)Nc1cccc(C2=NN(C(=O)c3ccccc3Cl)C(c3ccccc3O)C2)c1 (stereo not given)	57
Cc1ccc(C)n1CCNc1ccc(C(F)(F)F)cc1[N+](=O)[O-]	51
O=[N+]([O-])c1cc(C(F)(F)F)ccc1-n1ccc(-c2cccs2)n1	48
CSC(NC(C(=O)O)c1ccccc1)=C(C#N)C#N (stereo not given)	58&56
CCOC(=O)Nn1cnc2c(cnn2C(C)(C)C)c1=O	62
COc1ccc(OCCNC(=O)c2ccco2)cc1	62&52
O=S(=O)(Oc1ccccc1)c1ccc2c(c1)Cc1cc(S(=O)(=O)Oc3ccccc3)ccc1-2	55
Nc1nc(SCC(=O)Nc2nsc(-c3ccc(Cl)cc3)n2)n[nH]1	76
CCS(=O)(=O)c1ccccc1C(=O)N(Cc1ccccn1)c1nc2c(F)cccc2s1	52
O=C(Cc1ccc(F)cc1)Nc1ccc2c(c1)N(C(=O)C1CCCC1)CC2	70
Nc1cc(-c2ccc(Cl)cc2)nn1S(=O)(=O)c1ccc(F)c(F)c1	50
O=C(Nc1ccc2c(c1)N(C(=O)C1CC1)CC2)c1ccc(F)c(F)c1	69
CN(C)S(=O)(=O)c1ccc(C(=O)NCCn2ncc3c(N4CCOCC4)ncnc32)cc1	62
COCCCn1c(O)c(C=Nc2ccc(C(C)=O)cc2)c(C)c(C#N)c1=O	64
COc1cccc(S(=O)(=O)Nc2ccc(C(C)(C)C)cc2)c1	56
COC(=O)c1ccc(-c2csc(NC(=O)c3ccc(Br)o3)n2)cc1	87
O=C(NCCn1nc(-c2cccnc2)ccc1=O)c1ccc(F)cc1F	64
CCOC(=O)c1c(N=Cc2cc(Br)cc(Br)c2O)sc(C)c1C	49
Cc1cc(C(=O)Nc2nc3c(s2)CSc2ccccc2-3)on1	60
O=[N+]([O-])c1cccc(-c2noc(CSC3=NCCN3Cc3ccccc3)n2)c1	59
Cc1nn(S(=O)(=O)N2CCOCC2)c(C)c1C	64
O=C(CSc1nc(-c2ccccc2)c(-c2ccccc2)[nH]1)N1CCOCC1	55
Nn1c(SCC(=O)Nc2ccc(F)c(Cl)c2)nnc1-c1ccncc1	52
COCCCn1c(=O)c2ccccc2n(Cc2nc(-c3cccc(Cl)c3)no2)c1=O	70
Cn1c(=O)cc2c3c(c(Br)ccc31)C(=O)c1ccccc1-2	60
O=C(Nc1ccc(OC(F)(F)F)cc1)Nc1cc(C(F)(F)F)ccc1N1CCOCC1	61
O=C(CSc1nc(-c2ccco2)cc(C(F)(F)F)n1)N1CCOCC1	64
Oc1c(C(c2ccccn2)N2CCN(c3ccccc3F)CC2)ccc2cccnc12 (stereo not given)	62
COc1ccccc1C1CCN(CCCOc2ccc(Cl)cc2)CC1	77
O=C(COc1ccc(Cl)cc1)NCC1(c2cccs2)CCCC1	70
O=C(/C=C/c1ccco1)NC(=S)N1CCCC1	60
CC(C)(C)c1csc(-c2ccc(/C=N\OC(=O)c3ccc(Cl)cc3)cc2)n1	58
N#C/C(=C\c1ccc(O)cc1)C(N)=O	56
O=C(Nc1ccccc1)N1CCCN(c2ccc(C(F)(F)F)cc2[N+](=O)[O-])CC1	45

Later entries.
SMILES	RMI FANCM FP
Cc1cc(C)nc(SCc2cc(=O)c(OC(=O)c3ccccc3F)co2)n1	60
CN(C)c1ccc(NC(=O)c2csc(Nc3ccc(S(C)(=O)=O)cc3)n2)cc1	67
COCC(=O)Nc1ccc2c(c1)CC(=O)N2C	69
Cc1oc(-c2ccc(OC(C)C)cc2)nc1Cn1c(=O)n(C(C)C)c(=O)c2ccccc21	64
CC(=O)C1C(=O)C=C(/C=C/c2ccccc2)CC1c1ccccc1 (stereo not given)	70
O=S(=O)(Nc1nc(SCc2ccc(Cl)cc2)n[nH]1)c1cccc2nonc12	63
CCOC(=O)c1cnc(SCC(=O)c2cccc([N+](=O)[O-])c2)nc1N	53
C#CCSc1nnc(C(C)C)c2cnn(-c3ccc(F)cc3)c12	62
Cc1ccc(F)cc1NC(=O)CSc1ncc(-c2cccc(Br)c2)o1	114
COc1ccc(/C=N/NC(=O)Cc2cccc3ccccc23)cc1OC	57
O=[N+]([O-])c1ccc(-c2csc(N3CCOCC3)n2)cc1	51
COC(=O)Cn1c(=NC(=O)C(C)(C)C)sc2cc(C)ccc21	64
O=C(CN1CCN(S(=O)(=O)N2CCCCCC2)CC1)Nc1cc(Cl)ccc1Cl	105
CCOC(=O)CNC(=O)CSc1nnc(C)c2cnn(-c3ccccc3OC)c12	62
O=C(CN1C(=O)c2ccccc2C1=O)NCc1cc2ccccc2s1	60
CCc1ccc(NC(=O)CSc2nnc(-c3cccn(C)c3=O)n2CC)cc1	63
Cc1ccc2nc(N(CCCN(C)C)C(=O)c3ccnn3C)sc2c1	81
O=C(NCC(c1ccsc1)N1CCc2ccccc2C1)C(=O)Nc1ccc(OC(F)(F)F)cc1 (stereo not given)	67
O=C1C2C3CC4C5C3C1C5C(F)(F)C42 (stereo not given)	57
O=C(Nc1sc2c(c1-c1nc3ccccc3s1)CCCC2)c1cc(Cl)ccc1[N+](=O)[O-]	55
CC(C)NC(=O)COc1coc(CN2CCN(c3cccc(Cl)c3)CC2)cc1=O	53
O=C(Nc1cccc([N+](=O)[O-])c1)C12CC3CC(CC(C3)C1)C2	54
Cc1cc(=O)[nH]c(-n2nc(C)c(CCC(=O)Nc3ccccc3C(N)=O)c2C)n1	64
Nc1nnc(-c2ccc3c(c2)CCCC3)o1	70
COc1ccc(Cl)cc1NC(=O)CCCn1nc(-c2cccs2)ccc1=O	65
COc1ccccc1NC(=O)N(C1=NCCC1)c1ccc(C)c(Cl)c1	52
CC1(C)CC[C@]2(C)CC[C@]3(C)C(=CCC4[C@@]5(C)CC[C@H](O)C(C)(C)C5CC[C@]43C)C2C1 (stereo not given in full)	62
O=C(Cc1csc(SCc2ccc(Cl)cc2)n1)N1CCc2ccccc21	93
CN(Cc1ccco1)S(=O)(=O)c1ccc(C(=O)Nc2nc3ccc([N+](=O)[O-])cc3s2)cc1	61
COc1ccc(-c2cc3c(=O)[nH]nc(SCc4ccc(C)cc4)n3n2)cc1OC	60
O=C(Cn1nc(-c2cccs2)c2sc(N3CCCCC3)nc2c1=O)c1ccc2c(c1)OCCO2	88
CCN(CC)c1ccc2cc(C(=O)Nc3ccccc3)/c(=N/NC(=O)c3ccccc3)oc2c1	68
Cc1ccc(C(=O)n2nc(C)c(Sc3ccc([N+](=O)[O-])cc3)c2C)cc1	79
COc1ccc(S(=O)(=O)N(C)C)c(C)c1C	66
O=C(NCc1ccco1)NC1CC(=O)N(c2ccc3c(c2)OCCO3)C1 (stereo not given)	71
COc1ccccc1C(=O)Nc1nc(-c2ccc3ccccc3c2)cs1	57
Cn1ccc(C(=O)Nc2nnc(-c3cccs3)o2)n1	70
COc1ccc(N2CCN(CCNS(=O)(=O)c3cc(C)c(C)cc3C)CC2)cc1	65
Cc1ccc(NC(=O)NCCCn2nc(-c3ccco3)ccc2=O)c(C)c1	68
CCOc1ccc(-c2c(C#N)c(N)nc(SCC(=O)c3ccc([N+](=O)[O-])cc3)c2C#N)cc1	55

An excerpt from above in order of length of the SMILES, high to low.
SMILES	RMI FANCM FP
CCOc1ccc(-c2c(C#N)c(N)nc(SCC(=O)c3ccc([N+](=O)[O-])cc3)c2C#N)cc1	55
CCN(CC)c1ccc2cc(C(=O)Nc3ccccc3)/c(=N/NC(=O)c3ccccc3)oc2c1	68
O=C(NCc1ccco1)NC1CC(=O)N(c2ccc3c(c2)OCCO3)C1 (stereo not given)	71
Cn1ccc(C(=O)Nc2nnc(-c3cccs3)o2)n1	70
COc1ccc(S(=O)(=O)N(C)C)c(C)c1C	66

Returning to the listing with the two entries that preceded the break.
SMILES	RMI FANCM FP
Cc1ccc(NC(=O)NCCCn2nc(-c3ccco3)ccc2=O)c(C)c1	68
CCOc1ccc(-c2c(C#N)c(N)nc(SCC(=O)c3ccc([N+](=O)[O-])cc3)c2C#N)cc1	55
Cc1ccc(C)c(C(O)=C2C(=O)C(=O)N(CCN(C)C)C2c2ccccc2)c1 (stereo not given)	59
O=C(Oc1ccc(Br)cc1)c1cc([N+](=O)[O-])ccc1Cl	64
Cc1cc(-c2nnc(NC(=O)c3ccc(S(=O)(=O)N(C)C)cc3)o2)n(C)n1	67
COC(=O)c1ccc2c(=O)n(CCC(=O)NC(C)c3ccccc3)c(=S)[nH]c2c1 (stereo not given)	72
CSc1ccc2nc(NC(=O)C(C)C)sc2c1	65
NCc1cccc(Oc2ccc(F)cc2)c1	83
NC(=O)C1CCN(c2ncnc3c2c(-c2ccccc2)cn3-c2cccc(Cl)c2)CC1	60
CCN1C(=O)Cc2cc(NC(=O)c3ccco3)ccc21	66
O=C(Nc1nc(-c2ccccn2)cs1)C1CCN(S(=O)(=O)c2ccc(Cl)s2)CC1	56
CC1=C(/C=C/C(C)=C/C=C/C(C)=C/C(=O)Nc2ccc(O)cc2)C(C)(C)CCC1	11
